# Source: PubChem BioAssay
# Jurkat NFkB inh = lowers PMA/ionomycin-induced NF-kB signal in Jurkat cells. PMA/ionomycin-induced NF-kB luciferase reporter, luminescence. 0.53% of 330,000 active. inhibition, % at 4 µM
# UBC13 polyUb = human UBC13 polyubiquitination inhibition; P61088; 0.47% of 330,000 active; inhibition, % at 20 µM; UBC13 polyubiquitin chain formation, TR-FRET; in the data active = inhibition above about 45%, passing the limit was not always enough
# Target sequence (P61088 whole entry, looked up): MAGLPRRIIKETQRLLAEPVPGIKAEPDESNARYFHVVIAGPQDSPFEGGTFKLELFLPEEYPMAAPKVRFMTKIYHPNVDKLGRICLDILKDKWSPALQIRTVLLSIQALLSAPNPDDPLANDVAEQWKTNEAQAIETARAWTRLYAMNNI
# SENP8 block = inhibitors of human SENP8 protease; purified SENP8, Z-RLRGG-aminoluciferin cleavage, luminescence; inhibition, % at 10 µM; 1.2% of 330,000 active; AID 2540
# EBI2 antag = EBI2 (human) antagonism | P32249 | EBI2 beta-arrestin recruitment, luminescence, 7a,25-OHC stimulated | 0.81% of 360,000 active | inhibition, % at 5 µM; in the data active = inhibition above about 38%;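 also: enzyme fragment complementation signal reports receptor beta-arrestin coupling in cells; 0% = agonist plus DMSO wells and 100% = wells without agonist; some results beyond the cut were filed as inactive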
# Target sequence (P32249 whole entry, looked up, the tested form may be a part): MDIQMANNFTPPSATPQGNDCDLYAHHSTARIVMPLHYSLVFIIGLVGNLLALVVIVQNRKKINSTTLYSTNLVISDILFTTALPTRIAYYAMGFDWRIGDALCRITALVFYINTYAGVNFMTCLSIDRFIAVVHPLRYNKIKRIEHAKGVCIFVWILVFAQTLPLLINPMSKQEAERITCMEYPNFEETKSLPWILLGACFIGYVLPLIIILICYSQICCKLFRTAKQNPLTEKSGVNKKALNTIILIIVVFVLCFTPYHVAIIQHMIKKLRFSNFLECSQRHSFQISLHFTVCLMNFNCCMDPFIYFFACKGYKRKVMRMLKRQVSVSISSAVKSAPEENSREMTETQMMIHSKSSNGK
# Apaf-1 inh = human Apaf-1 inhibition | reconstituted apoptosome caspase-3 activity, DEVD-Rh110 fluorescence | inhibition, % at 20 µM | 0.71% of 330,000 active | AID 489030; active = inhibition of at least 40% at 20 µM;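 also: plate controls were DMSO wells for no effect and DEVD-CHO caspase inhibitor wells for full effect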
#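 Assay system – apoptosome proteins · Medium – Hepes buffer, pH 7.5 · Also added – cytochrome c with DEVD-Rh110 · Timing – 30 min compound preincubation, 50 min activation, room temperature · Detection – Rh110 fluorescence, excitation 480 nm, emission 540 nm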
# 697 NFkB inh = lowers PMA/ionomycin-induced NF-kB signal in 697 B cells | 697 B-cell NF-kB luciferase reporter, 16 h | inhibition, % at 4 µM | 0.33% of 330,000 active | AID 435022; in the data active = inhibition above about 35%
# Gli-Sufu block = Gli-Sufu pathway antagonism; AID 588413; inhibition, % at 5 µM; Sufu-KO-LIGHT fibroblasts, Gli luciferase reporter luminescence; 0.74% of 340,000 active;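 active = inhibition above about 55%, limit read from the data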;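 also: 0% = DMSO-treated cells and 100% = wells with medium but no cells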
# CCR6 antag = CCR6 (human) receptor antagonism | 0.49% of 340,000 active | inhibition, % at 20 µM | CHO-K1 CCR6 PathHunter beta-arrestin, luminescence, CCL20-stimulated | P51684;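 active = compounds whose inhibition of the agonist-driven luminescence signal at 20 µM reaches about 50%, limit read from the data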;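 also: cells stimulated with CCL20 at 14 nM final; plate controls were DMSO with CCL20 for no effect and DMSO without agonist for full effect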
# Target sequence (P51684 whole entry, looked up): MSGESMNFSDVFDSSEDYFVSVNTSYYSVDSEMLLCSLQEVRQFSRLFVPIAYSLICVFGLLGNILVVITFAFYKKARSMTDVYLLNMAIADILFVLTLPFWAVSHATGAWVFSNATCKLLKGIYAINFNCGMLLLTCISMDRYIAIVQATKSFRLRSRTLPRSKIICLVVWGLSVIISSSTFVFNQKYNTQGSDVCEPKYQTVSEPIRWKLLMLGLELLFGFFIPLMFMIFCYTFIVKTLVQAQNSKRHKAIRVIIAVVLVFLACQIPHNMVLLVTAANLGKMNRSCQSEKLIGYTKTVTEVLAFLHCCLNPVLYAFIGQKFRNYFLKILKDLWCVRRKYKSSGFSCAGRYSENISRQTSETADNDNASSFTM
# Numbers without * were called inactive; . = not tested or not shown. Rule as the data show it, unless noted: active = inhibition above about 50%; inactive = the rest.
SMILES,Jurkat NFkB inh,UBC13 polyUb,SENP8 block,EBI2 antag,Apaf-1 inh,697 NFkB inh,Gli-Sufu block,CCR6 antag
N#Cc1c(/N=C/c2ccc(-c3ccccc3C(=O)O)o2)sc2c1CCCC2,-5,-29,-7,-5,6,-46,-52,15
O=C(c1cc(S(=O)(=O)N2CCOCC2)ccc1F)N1CCN(Cc2ccccc2)CC1,-5,0,-5,2,7,11,0,4
Cc1n[nH]c(C)c1NC(=O)CSc1nnnn1-c1cccc(F)c1,-1,-1,-12,-8,3,1,-7,4
Cc1ccc(C2C3=C(CC(C)(C)CC3=O)NC3=C2C(=O)c2ccccc23)cc1 (stereo not drawn),-2,-8,7,5,7,-11,3,44
CCS(=O)(=O)c1ccc2oc(Nc3ccc(OC)c(OC)c3)nc2c1,-17,-8,-20,-5,12,0,20,-7
CCOC(=O)c1ccc(Oc2cn[nH]c2-c2ccc(O)cc2O)cc1,9,22,-4,7,-1,-62,1,1
O=C(Nc1ccccc1N1CCCCC1)c1ccc(Cl)cc1,-11,-1,15,-7,18,-21,2,26
Cn1nc(C(=O)Nc2ccc(Cl)cc2)cc1C(=O)Nc1ccc(Cl)cc1,12,4,5,2,-6,3,-6,-4
O=C(NN=C1CCCC1)c1cc(-c2ccc(F)cc2)nc2ccccc12,2,-1,-4,-7,-5,7,-10,-3
CC1=C([N+](=O)[O-])C(c2ccc(Cl)cc2)NC(=O)N1 (stereo not drawn),-4,0,1,-3,-6,2,-5,7
COc1ccc(NC(=O)C(NS(=O)(=O)c2cccs2)C(C)C)cc1Cl (stereo not drawn),-17,6,3,-4,2,3,11,10
Cn1c(=O)oc2cc(S(=O)(=O)Nc3ccc4c(c3)OCCO4)ccc21,18,10,-2,-6,-7,-12,13,4
CC1CCN(C(=O)COC(=O)c2cc3ccccc3cc2O)CC1,4,6,-9,1,10,11,4,15
Cc1ccc(CNCc2ccco2)cc1,5,7,4,6,-17,7,5,5
FC(F)(Cl)c1nnc2ccc(Cl)nn12,7,9,-5,0,-5,13,0,6

# Only SENP8 block, Jurkat NFkB inh and EBI2 antag, for some of the entries so far:
structure | SENP8 block | Jurkat NFkB inh | EBI2 antag
CCS(=O)(=O)c1ccc2oc(Nc3ccc(OC)c(OC)c3)nc2c1 | -20 | -17 | -5
CCOC(=O)c1ccc(Oc2cn[nH]c2-c2ccc(O)cc2O)cc1 | -4 | 9 | 7

# Going on with the list:
SMILES,Jurkat NFkB inh,UBC13 polyUb,SENP8 block,EBI2 antag,Apaf-1 inh,697 NFkB inh,Gli-Sufu block,CCR6 antag
CCNC(=S)N(CCO)Cc1cc2cc3c(cc2[nH]c1=O)OCO3,-5,2,8,-2,3,-21,-8,-10
COc1ccc(/C=N/NC(=O)Cn2c(Cc3ccc(OC)c(OC)c3)nc3ccccc32)cc1,12,-8,3,-7,14,4,4,1
COc1cccc(NC(=O)C2CCCN(S(=O)(=O)c3cccc4nsnc34)C2)c1 (stereo not drawn),-19,4,-2,-2,-4,-5,-8,2
Cc1ccc2occ(CN3CCN(Cc4ccccc4)CC3)c(=O)c2c1,-24,-5,1,.,-3,-13,.,.
CCN(CC)CCN1C(=O)C(=O)/C(=C(/O)c2cnn(-c3ccccc3)c2C)C1c1cccnc1 (stereo not drawn),16,-10,-7,4,1,3,8,-6
CCCCN(C(=O)c1c(CC)noc1C)c1c(N)n(CCCC)c(=O)[nH]c1=O,-4,0,-11,-9,-2,-9,5,8
Nc1cc[n+](CC(=O)c2ccc3c(c2)OCCO3)cc1,24,-6,-2,-8,-9,18,18,6
NC(=O)C1CCN(CC(=O)Nc2ccccc2N2CCOCC2)CC1,5,4,-4,-13,5,3,3,4
COC(=O)c1sc(S(=O)(=O)N2CCN(c3ccccc3)CC2)c(C(=O)OC)c1C,-2,0,2,13,19,-5,0,5
COc1ccc(NC(=O)N2CCCC(C(=O)NC(C)C)C2)cc1 (stereo not drawn),12,-4,-4,5,-3,-13,4,-16
COc1ccc(-c2nn(-c3ccccc3)cc2/C=C/C(=O)O)cc1[N+](=O)[O-],-5,-4,-3,3,4,-4,1,-6
O=C(Cc1ccccc1)NCC(=O)OCC(=O)c1ccc(OC(=O)c2ccccc2)cc1,10,8,1,-9,-8,5,0,3
CNS(=O)(=O)c1c(C)cc(C)c(N(C)S(=O)(=O)c2ccccc2)c1C,-44,2,13,1,6,-37,20,2
COc1ccccc1/C=C/C(=O)OCC(=O)Nc1ccc2c(c1)OCO2,-9,10,7,-1,-4,2,3,14
CCOC(=O)N1CCN(C(=O)c2cn(CC)c3ccc(S(=O)(=O)N4CCCC4)cc3c2=O)CC1,10,6,6,-10,-4,5,-4,1
CCOc1cc(N2CCCC2)ccc1[N+](=O)[O-],7,-24,4,-4,-3,32,-1,14
COc1ccccc1-c1nnc2n1N=C(C(C)(C)C)CS2,1,-2,-5,-7,12,-3,2,-6
CCOc1ccc(NC(=O)CSc2nc3cccnc3n2CCOC)cc1,8,6,-4,3,7,21,2,-1
COCCSc1nnc(NC(=O)C2CC(=O)N(CCc3ccc(F)cc3)C2)s1 (stereo not drawn),7,7,6,3,21,7,-24,1
OC(CNCc1cccc(Cl)c1)c1ccccc1 (stereo not drawn),3,9,6,-6,-15,-4,7,2
COc1ccc(C(C)NC(=O)Cc2cccs2)cc1 (stereo not drawn),15,1,2,1,-5,9,-24,-3
CNC(=O)CN(c1cc(OCCOC)c(Cl)cc1Cl)S(=O)(=O)c1ccc(OC)cc1,5,7,4,-2,13,-4,4,-9
CCN(CC(=O)Nc1ccc(OC)cc1)C(=O)c1oc2c(Cl)cccc2c1C,-1,4,5,-5,12,10,16,10
Cc1nn(CC(=O)NCCCc2ccccc2)c(=O)c2cc3occc3n12,-5,4,-9,12,-7,0,19,8
COc1ccc(COC(=O)c2ccc(S(=O)(=O)N3CCC(C)CC3)cc2)cc1,12,-5,-7,15,38,-30,-13,19
C=CCNCCCOc1ccc(C(C)(C)c2ccccc2)cc1,-8,22,-3,-7,1,0,9,15
CC(=O)/C(=N/Nc1cccc(Cl)c1)N1CCOCC1,4,-8,2,-2,15,-3,10,12
CCCCOc1ccc(C(=O)NCc2ccccn2)cc1,-21,-3,-4,-4,1,19,0,11
CC(=O)N1CCC(=NNC(=O)c2cc3ccccc3cc2O)CC1,-14,-12,4,-7,7,-6,3,-23
COc1ccc2nc(NC(=O)c3cnccn3)sc2c1,-115,-17,49,7,-6,-135,-51,12
O=c1c2ccccc2cnn1Cc1ccc(Br)cc1F,14,10,-1,5,6,0,-14,7
Cc1cc(C)cc(NC2=CC(=O)CC(c3ccco3)C2)c1 (stereo not drawn),7,1,4,-9,0,9,6,12
CCc1nc2cccnc2n1-c1ccc(CC(=O)NC(C)CC)cc1 (stereo not drawn),5,9,4,-3,-1,10,1,-1
O=C1CCCN1Cc1ccccc1,-2,6,1,0,-7,18,0,5
Nc1cccnc1Sc1cc(Cl)c(Cl)cc1Cl,1,6,7,8,4,4,-9,1
C/C(=N\NC(=O)c1ccccc1-n1cccc1)C1CC1,4,-7,0,-6,0,-27,-2,2
CCNC(=S)N1CCc2cc(OC)c(OC)cc2C1COc1ccc(OC)cc1 (stereo not drawn),-10,-4,-6,9,5,6,-6,19
O=C(N/N=C/c1ccccc1)c1ccc(N2CCOCC2)c([N+](=O)[O-])c1,13,-20,2,2,0,12,0,-8
COc1cc(NC(=O)C2C3C=CC(C3)C2C(=O)O)c(OC)cc1Cl (stereo not drawn),-3,-3,-2,-6,0,-8,4,5
COc1ccc2nc(N3CCCC(C(=O)NCCCN4C(C)CCCC4C)C3)sc2c1 (stereo not drawn),-8,4,6,-4,2,-21,22,3
COc1ccc(C(C(=O)NCC2CCCO2)N(C(=O)CNC(=O)c2ccco2)c2ccccc2)cc1OC (stereo not drawn),-15,-5,-9,-2,7,-28,-14,2
O=C1CC(N2CCN(c3ccccn3)CC2)C(=O)N1c1ccc(F)cc1 (stereo not drawn),-18,-2,-3,-2,-1,-1,6,-5
COc1cccc(OC)c1C(=O)Nc1ccc(Br)c(C(=O)c2ccccc2)c1,-3,0,-3,-14,13,2,-17,1
CCCOC(=S)Nc1ccccc1,3,6,-9,10,-3,15,0,-19
COCCN1C(=O)N(c2cccc(OC)c2)C(=O)C1CC(=O)Nc1cccc(F)c1 (stereo not drawn),-26,-6,0,10,2,-37,8,9
N#Cc1c2ccc(OCC(N)=O)cc2n2ccccc12,5,-2,6,2,15,17,-12,-32
Cc1nc(Nc2nc3ccccc3o2)nc(C)c1C(=O)Nc1ccc(F)cc1,8,16,9,-9,-3,11,2,5
O=C(CSc1cccc[n+]1[O-])C12CC3CC(CC(C3)C1)C2,-11,-2,0,-22,2,2,0,-2
O=C1NC(=O)C2(CCCCCCCCCCC2)N1,20,3,-1,2,-2,11,5,13
Brc1ccc(-c2noc3c2-c2nc(C4CCCCC4)sc2CC3)cc1,0,-15,-7,8,6,22,-7,-2
CCCCN(C(=O)Nc1ccc(Cl)cc1)C1CCN(C(C)=O)CC1,4,12,-5,5,-20,13,6,-8
O=C(c1ccc2c(c1)OCO2)N(c1ccc(Br)cc1)C1C=CS(=O)(=O)C1 (stereo not drawn),-11,-9,-1,6,2,19,-7,8
COc1ccc(C(=O)Oc2cccc3cccnc23)cc1[N+](=O)[O-],-8,-4,-6,9,2,1,-1,12
Cc1c(C(=O)O)oc2c1C(O)CCC2 (stereo not drawn),2,2,5,-12,6,10,-2,-6
O=C(c1cn(-c2ccccc2)nc1-c1cccs1)N1CCOCC1,1,4,3,-3,4,3,21,-11
OC1CCN(Cc2cccc(Oc3ccccc3)c2)CC1,-9,-6,-12,6,-7,3,-7,8
CC1CCCN(C(=O)COc2ccc(Nc3ccccc3)cc2)C1 (stereo not drawn),4,-5,-2,0,10,-6,3,3
CC1CCN(C(=S)c2ccc3c(c2)OCO3)CC1,0,-21,-6,3,-1,-12,-4,8
COC(=O)c1ccc(C2C(C(C)=O)=C(C)Nc3ncnn32)cc1 (stereo not drawn),3,1,5,-7,-1,4,1,-3
O=C(Nc1ccc(C(=O)O)cc1)/C(=C\C=C\c1ccccc1)NC(=O)c1ccc(Br)cc1,7,-44,6,-9,21,26,-4,16

# The last two compounds of the part above open the next one:
SMILES,Jurkat NFkB inh,UBC13 polyUb,SENP8 block,EBI2 antag,Apaf-1 inh,697 NFkB inh,Gli-Sufu block,CCR6 antag
COC(=O)c1ccc(C2C(C(C)=O)=C(C)Nc3ncnn32)cc1 (stereo not drawn),3,1,5,-7,-1,4,1,-3
O=C(Nc1ccc(C(=O)O)cc1)/C(=C\C=C\c1ccccc1)NC(=O)c1ccc(Br)cc1,7,-44,6,-9,21,26,-4,16
Cc1ccc(CN2CCNC(=O)C2CC(=O)O)cc1 (stereo not drawn),2,-5,2,2,-4,-11,0,14
Cn1c2ccccc2c2cnn(CC(=O)Nc3ccc(Cl)cc3)c(=O)c21,1,-10,-4,1,-7,7,5,0
CCCC(=O)OCCNc1cc(Sc2nc3ccccc3[nH]2)c2nonc2c1[N+](=O)[O-],-2,-14,8,7,17,25,-15,118*
CCOc1ncccc1C(=O)OCC(=O)Nc1cc(C)ccc1C,0,-9,-3,-2,-10,21,-4,0
Cc1ccc(CNC(=O)CCCC(=O)c2ccccc2)cc1,1,6,7,2,-6,4,15,8
Cc1cc(C)cc(NC(=O)CSc2ccc(-c3ccccn3)nn2)c1,3,-14,-14,5,3,17,13,5
Cc1cc(C)cc(NC(=O)N2CCCC2C(=O)Nc2ccc(-n3cnnn3)c(C)c2)c1 (stereo not drawn),-21,2,5,5,6,-5,0,11

# Among those listed so far, these have a thiophene ring, fused or not.
SMILES,Jurkat NFkB inh,UBC13 polyUb,SENP8 block,EBI2 antag,Apaf-1 inh,697 NFkB inh,Gli-Sufu block,CCR6 antag
N#Cc1c(/N=C/c2ccc(-c3ccccc3C(=O)O)o2)sc2c1CCCC2,-5,-29,-7,-5,6,-46,-52,15
COc1ccc(NC(=O)C(NS(=O)(=O)c2cccs2)C(C)C)cc1Cl (stereo not drawn),-17,6,3,-4,2,3,11,10
COC(=O)c1sc(S(=O)(=O)N2CCN(c3ccccc3)CC2)c(C(=O)OC)c1C,-2,0,2,13,19,-5,0,5
COc1ccc(C(C)NC(=O)Cc2cccs2)cc1 (stereo not drawn),15,1,2,1,-5,9,-24,-3
O=C(c1cn(-c2ccccc2)nc1-c1cccs1)N1CCOCC1,1,4,3,-3,4,3,21,-11

# These rows are one share of the data; rates above refer to the full screens.
